# Bioassay records (PubChem BioAssay)
# Siah-1 displacement – Siah-1 peptide-binding antagonists, primary screen, biochemical, fluorescence polarization, rhodamine-plectin, uHTS (AID 1817); Siah-1 / rhodamine-plectin peptide fluorescence polarization; higher % means a stronger effect; hit rate 0.02% among 290,000; displacement, % at 20 µM; hits with a dose series show IC50 in µM;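 active = displacement of at least 50% at 20 µM, with a fluorescence ratio check between 0.3 and a set limit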;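 also: plate controls were Siah plus tracer with DMSO for no effect and tracer alone without Siah for full effect; strong numbers were not always called active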
# HEK293 NOD2/NF-kB – NOD2 signaling inhibitors, cell-based, luminescence, uHTS, HEK293 (AID 1566) | hit rate 0.63% among 290,000 | HEK293 NOD2/NF-kB luciferase reporter, luminescence; higher % means a stronger effect | inhibition, % at 4 µM; hits with a dose series show EC50 in µM; also: many of its hits are not listed in these tables
# Hep lipid drop – modulators of hepatic lipid droplet formation. AML12 mouse hepatocytes, oleate lipid droplets, BODIPY imaging. inhibition, % at 6.5 µM. hit rate 0.4% among 240,000. AID 1656;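 active = lipid droplet intensity inhibited by at least 50%, with more than 500 cells counted; inconclusive = wells with under 300 cells, treated as cytotoxic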
#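 Assay system: AML12 hepatocytes (mouse) / Also added: 100 µM oleic acid challenge / Times: overnight treatment with compound plus oleate / Detection: high-content imaging of BODIPY-stained droplets and DAPI nuclei / Evaluation: % inhibition of lipid droplet signal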
# AID2073 – disruptors of CaV2.2 binding to Mint1 – biochemical, HTRF (AID 2073); inhibition, % at 20 µM, or IC50 in µM where a hit was titrated; hit rate 0.19% among 290,000; HTRF protein-protein interaction, Mint1-CaV2.2; higher % means a stronger effect; in the data active = inhibition mostly above about 51%, no sharp cut-off; inconclusive = no clear call, values can overlap the other calls; inactive = mostly below about 53%; also: some results filed as inactive read as strong as hits
# P. falciparum M1AAP – P. falciparum M1AAP inhibitors, biochemical, fluorogenic H-Leu-NHMec substrate, 1536-well (AID 1445). recombinant M1AAP, H-Leu-NHMec fluorogenic kinetic assay; higher % means a stronger effect. hit rate 0.42% among 220,000. inhibition, % at 30 µM; hits with a dose series show IC50 in µM;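 active = primary inhibition above the hit cutoff, then over 50% inhibition at one or more dose response concentrations, cut at about 23% in these data, passing the limit was not always enough; inconclusive = conflicting primary data, or primary hits not chosen for dose response; inactive = low primary inhibition, or under 50% at every dose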;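 also: plate controls were DMSO full reaction for no effect and no enzyme background for full effect; strong numbers were not always called active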
# LYP inhibition – inhibitors of LYP phosphatase, biochemical, fluorescence intensity, uHTS (AID 1779) | recombinant LYP phosphatase, fluorescence intensity; higher % means a stronger effect | one-dose inhibition, % at 11.5 µM; IC50 in µM for titrated hits | hit rate 0.054% among 290,000;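 also: plate controls were vehicle with enzyme for no effect and no enzyme for full effect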
# M17LAP inhibition – P. falciparum M17LAP inhibitors, primary screen, biochemical, fluorogenic H-Leu-NHMec substrate, 1536-well (AID 1619); recombinant M17LAP, H-Leu-NHMec fluorogenic kinetic assay; higher % means a stronger effect; hit rate 0.38% among 220,000; inhibition, % at 30 µM, or IC50 in µM where a hit was titrated;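 active = compound inhibiting the enzyme by more than half at any dose during confirmatory dose-response retesting; inconclusive = strong single-dose inhibitors picked by rank but not retested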;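 also: plate controls were full reaction with DMSO carrier for no effect and no enzyme background for full effect; strong numbers were not always called active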
# ER stress rescue – rescue of cells from ER stress-induced death, primary screen, 384-well, CSM14.1, thapsigargin, ATP luminescence (AID 1222); CSM14.1 thapsigargin-induced death rescue, ATP luminescence; higher % means a stronger effect; cellular ATP content (survival), % at 20 µM, or EC50 in µM where a hit was titrated; 190,000 tested, under 10 active;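 active = EC50 below 50 µM in the dose-response confirmation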;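 also: death triggered by thapsigargin at about 15 µM added after 2 h compound pretreatment; cell ATP read after overnight thapsigargin exposure of roughly 18 to 22 hours; normalized against plate controls of thapsigargin alone and 5% DMSO vehicle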
# XIAP antagonists – small molecules displacing peptide from XIAP – biochemical, IAP family, fluorescence polarization (AID 1018); hit rate 0.007% among 200,000; one-dose displacement, % at 20 µM; IC50 in µM for titrated hits; XIAP BIR domain, fluorescence polarization peptide displacement; higher % means a stronger effect; in the data active = displacement above about 50%; also: a part of the inactive calls stands beside numbers as strong as those of hits
# Hep lipid drop cells 6.5 µM – also measured in Hep lipid drop; calls as there; cell count; measured here: cell count, cytotoxicity flag;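 cells counted across two imaged fields per well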
# An asterisk follows results filed as active; u = inconclusive; x = not tested or not shown. Rule as the data show it, unless noted: active = inhibition above about 50%; inactive = the rest. Some of the compounds tested, so the mix of outcomes need not match the whole.
SMILES,Siah-1 displacement,HEK293 NOD2/NF-kB,Hep lipid drop,Hep lipid drop cells 6.5 µM,AID2073,P. falciparum M1AAP,LYP inhibition,M17LAP inhibition,ER stress rescue,XIAP antagonists
COC(=O)c1cc(S(=O)(=O)NCC2CCN(Cc3cccc(F)c3)CC2)cn1C,5%,-4%,0,755,5%,x,-13%,x,x,x
COC(=O)c1ccccc1NC(=O)COC(=O)c1ccc(C)c(NC(=O)c2ccco2)c1,5%,12%,x,x,6%,13%,-5%,-10%,1.0%,-3.9%
COc1ccc(CCNc2cc(C)nc3c(-c4ccc(Cl)cc4)c(C)nn23)cc1OC,10%,22%,-10,625,16%,13%,2%,9%,0.2%,1.8%
N#CC1=C(N)N2C(=C(C#N)C13CCCCC3)SC1CCCCC12O (stereo unspecified),5%,9%,-12,648,-3%,1%,3%,-2%,-2.0%,-1.8%
Fc1ccc(Oc2nccc(-c3ccc(Cl)cc3)n2)cc1,-6%,-2%,19,632,5%,5%,-8%,7%,-1.3%,-3.0%
CCOC(=O)C1=C(C)NC(=O)NC1c1ccc(Br)o1 (stereo unspecified),-5%,5%,1,622,-5%,3%,-3%,-10%,-2.0%,-2.2%
CC(=O)Nc1ccc(S(=O)(=O)NC(C(=O)O)C(C)O)cc1 (stereo unspecified),0%,4%,3,627,1%,0%,-5%,-7%,x,x
CCCN(C#N)c1nc(NCC)nc(NC(C)C)n1,-2%,11%,x,x,3%,3%,-7%,11%,0.1%,-3.4%
CCOC(=O)N1CCN(C(=O)C2CCN(S(=O)(=O)c3ccc(OCC)cc3)CC2)CC1,-7%,6%,10,851,9%,x,-3%,x,x,x
CCOC(=O)c1nnn2c1nc(N1CCOCC1)c1ccccc12,-5%,18%,-2,693,3%,-2%,-6%,0%,x,x
COc1cc(NC(=O)c2ccccn2)cc(OC)c1OC,8%,10%,30,644,12%,1%,-3%,2%,-9.1%,-3.0%
C=CCOc1ccc(/C=C2\N=C(C)OC2=O)cc1OC,11%,-8%,-14,643,5%,6%,-2%,16%,x,x
CCc1nc(SCC(=O)NCc2ccccc2)c2c(=O)n(C)c(=O)n(C)c2n1,1%,13%,-3,685,-4%,-4%,1%,-8%,-2.4%,-10%
C#CCNc1nc(C(C)C)nc2c1nnn2Cc1ccccc1F,3%,20%,-21,748,28%,3%,-4%,3%,1.5%,-4.3%
COC(=O)CN1C(=O)C2(OCCCO2)c2cc(Br)ccc21,-4%,3%,x,x,-2%,2%,-14%,-7%,-1.0%,1.2%
Cc1cc2cc(CCNC(=O)c3ccc(S(=O)(=O)N4CCOCC4)cc3)c(=O)[nH]c2cc1C,-4%,3%,x,x,-5%,0%,-1%,-3%,-1.4%,-19%
O=C1C2C3C=CC(C3)C2C(=O)N1CC1CCCO1 (stereo unspecified),-2%,15%,0,712,-1%,0%,-5%,-11%,-2.9%,-1.7%
COc1ccc(NC(=O)CN(C)C(=O)CNC(=O)C2CCCCC2)cc1,-4%,7%,-3,717,7%,x,-8%,x,x,x
c1ccc(C2[C@H]3CN(CC4CCCCC4)[C@H](c4ccccc4)C34CC2(c2ccccc2)C4)cc1 (stereo partly specified),0%,12%,-3,746,9%,-1%,0%,3%,x,x
CCOC(=O)C(C(=O)Nc1nc2ccccc2s1)C1CCCCC1 (stereo unspecified),-2%,6%,x,x,-9%,4%,0%,4%,-1.4%,-1.4%
COc1ccc(C(=O)N/C(=C\c2ccccc2)C(=O)NC(CC(C)C)C(=O)O)cc1 (stereo unspecified),7%,16%,9,728,9%,6%,-1%,9%,0.8%,-3.6%
Cc1ccc(Nc2cc(C)c3c(O)cccc3n2)cc1C,2%,-92%,1,647,18%,-3%,10%,-1%,x,x
N/C(=N\OC(=O)Nc1ccccc1)c1cccc(C(F)(F)F)c1,-3%,8%,15,787,5%,x,-9%,x,x,x
O=C(Nc1cccc(Cl)c1)C1COc2ccccc2O1 (stereo unspecified),2%,-9%,19,900,2%,x,-10%,x,x,x
OC(COCc1cccs1)CN1CCN(c2cccc(C(F)(F)F)c2)CC1 (stereo unspecified),5%,-3%,-17,452,-6%,3%,-3%,-7%,5.9%,1.5%
O=S(=O)(c1ccc(Cl)cc1)N1CCN(Cc2cccnc2)CC1,2%,6%,-6,826,-2%,x,0%,x,x,x
CCC(=O)NC(c1cccc([N+](=O)[O-])c1)c1c(OC(C)=O)ccc2ccccc12 (stereo unspecified),0%,4%,22,721,-8%,13%,-1%,3%,-0.1%,-3.9%
C=CCNc1nc(N)c([N+](=O)[O-])c(Nc2cccc(Cl)c2)n1,-2%,21%,29,855,11%,x,-6%,x,x,x
CN1CCC(=NNC(=O)c2ccco2)CC1,2%,-9%,x,x,-4%,0%,2%,2%,3.9%,-4.7%
CCOC(=O)C1=C(c2ccccc2)O/C(=C(/C(=O)OC)C(F)(F)F)S1,-4%,5%,-2,788,-11%,-2%,-5%,-14%,-3.9%,-4.3%
Cc1n[nH]c(C)c1Sc1ccccc1N=Cc1cc(Cl)cc([N+](=O)[O-])c1O,1%,22%,17,740,44%,9%,-3%,8%,-0.9%,-14%
CC(C)(C)CC(=O)O/N=C(\N)c1ccncc1,-3%,12%,10,703,-2%,-5%,-5%,-2%,-1.0%,-8.0%
COc1ccc(C(CCN2CCCCC2)c2c(OC)cc(OC)c3c(-c4ccccc4)cc(=O)oc23)cc1 (stereo unspecified),10%,14%,-1,714,8%,5%,-4%,2%,x,x
COc1ccc(-c2csc(N(CCCN(C)C)C(=O)c3ccc(C(C)(C)C)cc3)n2)cc1,1%,0%,-1,821,14%,x,-9%,x,x,x
Cc1cc(NC(=O)CN2CCCC(C)C2)n(-c2nc3ccccc3s2)n1 (stereo unspecified),4%,-3%,5,784,8%,5%,-2%,5%,-0.9%,-5.1%
COc1ccc(S(=O)(=O)N2CCN3CCCC3C2)cc1 (stereo unspecified),12%,-2%,-7,773,3%,x,-6%,x,x,x
CCC(N=c1cc(-c2ccc(OC)cc2)oc2ccc(C)cc12)C(=O)O (stereo unspecified),6%,-106%,-35,664,20%,u,-35%,-461%,-0.1%,-1.0%
Cc1ccc(S(=O)(=O)NC(C(=O)N2CCOCCOCCOCCOCC2)c2ccccc2)cc1 (stereo unspecified),0%,1%,3,618,5%,x,1%,x,-0.3%,-1.4%
COc1ccccc1CNC(=O)CCCc1ccccc1,5%,-27%,-21,670,-1%,6%,-3%,18%,20%,-8.6%
O=C(Cn1ncc2c(=O)oc3ccccc3c21)N1CCN(c2ccccn2)CC1,2%,-2%,x,x,-2%,-7%,-8%,4%,1.3%,-3.5%
Cc1ccc(OCCCSc2n[nH]c(N)n2)cc1,12%,2%,8,678,0%,2%,-7%,5%,0.3%,-0.9%
CCC1=Nc2cc(C(=O)NCCN3CCOCC3)ccc2Sc2ccc(C)cc21,-6%,-12%,-2,721,18%,x,-5%,x,x,x
CCOC(=O)c1[nH]c(=O)c2ccccc2c1O,2%,9%,12,778,13%,7%,-4%,10%,-1.3%,-7.0%
COC(=O)C1=C(C)N(c2ccc(OC)c(OC)c2)C(=O)/C1=C\c1cccs1,-3%,17%,-4,667,2%,-12%,6%,-2%,0.2%,-2.5%
Nc1ccc(CN2CCOCC2)cc1,5%,1%,1,658,-2%,4%,-6%,19%,0.3%,-2.8%
COc1ccc(NC(=O)C2CCN(C(=O)c3cccs3)CC2)cc1,-3%,11%,-2,752,-11%,2%,-1%,19%,1.2%,-4.5%
CSc1ccc(/C=N\Nc2nncn2N)cc1,17%,7%,1,792,1%,x,-5%,x,x,x
Cc1nn(C)cc1C(=O)Nc1cc(Oc2ccc(Cl)cc2)cc([N+](=O)[O-])c1,0%,2%,-3,802,20%,11%,-2%,3%,6.2%,-1.9%

# A draw from above in order of number of heavy atoms, largest number first.
SMILES,Siah-1 displacement,HEK293 NOD2/NF-kB,Hep lipid drop,Hep lipid drop cells 6.5 µM,AID2073,P. falciparum M1AAP,LYP inhibition,M17LAP inhibition,ER stress rescue,XIAP antagonists
COc1ccc(C(CCN2CCCCC2)c2c(OC)cc(OC)c3c(-c4ccccc4)cc(=O)oc23)cc1 (stereo unspecified),10%,14%,-1,714,8%,5%,-4%,2%,x,x
Cc1ccc(S(=O)(=O)NC(C(=O)N2CCOCCOCCOCCOCC2)c2ccccc2)cc1 (stereo unspecified),0%,1%,3,618,5%,x,1%,x,-0.3%,-1.4%
COc1ccc(-c2csc(N(CCCN(C)C)C(=O)c3ccc(C(C)(C)C)cc3)n2)cc1,1%,0%,-1,821,14%,x,-9%,x,x,x
CCC1=Nc2cc(C(=O)NCCN3CCOCC3)ccc2Sc2ccc(C)cc21,-6%,-12%,-2,721,18%,x,-5%,x,x,x
Cc1n[nH]c(C)c1Sc1ccccc1N=Cc1cc(Cl)cc([N+](=O)[O-])c1O,1%,22%,17,740,44%,9%,-3%,8%,-0.9%,-14%
CCC(N=c1cc(-c2ccc(OC)cc2)oc2ccc(C)cc12)C(=O)O (stereo unspecified),6%,-106%,-35,664,20%,u,-35%,-461%,-0.1%,-1.0%
COc1ccc(NC(=O)C2CCN(C(=O)c3cccs3)CC2)cc1,-3%,11%,-2,752,-11%,2%,-1%,19%,1.2%,-4.5%
COc1ccccc1CNC(=O)CCCc1ccccc1,5%,-27%,-21,670,-1%,6%,-3%,18%,20%,-8.6%
COc1ccc(S(=O)(=O)N2CCN3CCCC3C2)cc1 (stereo unspecified),12%,-2%,-7,773,3%,x,-6%,x,x,x
Cc1ccc(OCCCSc2n[nH]c(N)n2)cc1,12%,2%,8,678,0%,2%,-7%,5%,0.3%,-0.9%
CC(C)(C)CC(=O)O/N=C(\N)c1ccncc1,-3%,12%,10,703,-2%,-5%,-5%,-2%,-1.0%,-8.0%
Nc1ccc(CN2CCOCC2)cc1,5%,1%,1,658,-2%,4%,-6%,19%,0.3%,-2.8%
